NTR1 agonist = agonists of NTR1, primary screen, imaging, U2OS cells, beta-arrestin-GFP, high content (AID 493036) | NTR1-U2OS beta-arrestin-GFP spot imaging, agonist mode | 330,000 tested, 0.17% active | P30989 | activation, % at 20 µM;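 active = activation at or above 40% of the spot to cytoplasm intensity ratio, with at least 20 cells analyzed; inconclusive = wells under 20 cells, flagged as cytotoxic or low count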;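 note: 0% = DMSO without peptide and 100% = 100 nM NTR1 peptide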
Target sequence (P30989 whole entry, looked up): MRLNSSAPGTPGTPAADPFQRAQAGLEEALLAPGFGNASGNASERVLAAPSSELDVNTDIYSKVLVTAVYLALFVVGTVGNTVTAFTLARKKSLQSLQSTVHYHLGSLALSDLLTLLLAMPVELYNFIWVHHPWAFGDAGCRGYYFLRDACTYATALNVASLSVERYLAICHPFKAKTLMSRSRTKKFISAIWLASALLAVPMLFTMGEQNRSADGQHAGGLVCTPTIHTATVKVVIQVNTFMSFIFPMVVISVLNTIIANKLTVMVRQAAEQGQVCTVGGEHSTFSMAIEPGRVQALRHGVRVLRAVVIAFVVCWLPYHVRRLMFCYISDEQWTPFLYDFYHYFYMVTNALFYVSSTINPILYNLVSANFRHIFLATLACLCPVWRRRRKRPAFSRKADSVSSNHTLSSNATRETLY
MgcRacGAP inhibition = MgcRacGAP GTPase-activating activity inhibitors, confirmation, biochemical, ADP Hunter fluorescence. one-dose inhibition, % at 30 µM; IC50 in µM for titrated hits. 340,000 tested, 0.6% active. MgcRacGAP-stimulated Rac1 GTP hydrolysis, ADP Hunter fluorescence; higher % means a stronger effect; GST-tagged Rac1 F28L mutant substrate;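 active = first-screen hits whose inhibition reached a set limit at any dose in the follow-up dose series; inconclusive = inhibition above the set first-screen limit but never retested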;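 note: fluorescence reports GDP produced by GAP-driven GTP hydrolysis; strong numbers were not always called active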
LYP inhibition = inhibitors of LYP phosphatase, biochemical, fluorescence intensity, uHTS (AID 1779); recombinant LYP phosphatase, fluorescence intensity; higher % means a stronger effect; inhibition, % at 11.5 µM, or IC50 in µM where a hit was titrated; 290,000 tested, 0.054% active; in the data active = inhibition above about 50%;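 note: plate controls were vehicle with enzyme for no effect and no enzyme for full effect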
Siah-1 displacement = blockers of Siah-1 interaction with plectin peptide – biochemical, fluorescence polarization, rhodamine-plectin, uHTS, primary screen (AID 1817); Siah-1 / rhodamine-plectin peptide fluorescence polarization; higher % means a stronger effect; 290,000 tested, 0.02% active; displacement, % at 20 µM, or IC50 in µM where a hit was titrated;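 active = displacement of at least 50% at 20 µM, with a fluorescence ratio check between 0.3 and a set limit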;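 note: plate controls were Siah plus tracer with DMSO for no effect and tracer alone without Siah for full effect; strong numbers were not always called active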
Myeloid diff 2 = promotes myeloid progenitor differentiation | 360,000 tested, 1% active | AID 624256 | ER-HoxA9 myeloid progenitors, lysozyme-GFP differentiation, flow cytometry | calls only at 10 µM;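 active = normalized GFP-positive differentiation at or above the plate's own cutoff, the solvent-only control mean plus 3 SD; inconclusive = no clear call, values can overlap the other calls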;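 note: cells exposed to compound for four days before flow analysis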
GPR55 LPI antagonism = GPR55 antagonists blocking LPI-driven arrestin recruitment, primary screen, imaging, U2OS, beta-arrestin-GFP, LPI agonist (AID 2013) | U2OS GPR55 beta-arrestin-GFP translocation imaging, LPI antagonism; higher % means a stronger effect | inhibition, % at 10 µM; hits with a dose series show IC50 in µM | 290,000 tested, 0.13% active;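 active = spots per cell inhibited over 60%, with over 100 cells counted and total cytoplasm intensity under 500,000; inconclusive = wells with under 100 cells, flagged as likely toxic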;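 note: U2OS cells stably carrying GPR55 and arrestin-GFP stimulated by 5 µM LPI near EC80; imaged beta-arrestin-GFP aggregate spots per cell after agonist stimulation; plate controls were LPI-stimulated DMSO wells for no effect and DMSO wells without LPI for full effect; some results filed as inactive read as strong as hits; confirmed hits need IC50 under 10 µM and bright autofluorescent wells are also inconclusive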
Salmonella PhoP GFP = PhoP-dependent GFP reporter repression – Salmonella Typhimurium, primary screen (AID 1863) | S. Typhimurium PhoP-regulated promoter GFP reporter, 4 h; higher % means a stronger effect | inhibition, % at 50 µM, or IC50 in µM where a hit was titrated | 300,000 tested, 0.16% active;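 active = inhibition over 29.93%, a cutoff 3 SD above the screen mean, later confirmed by dose response; inconclusive = inhibition over 29.93% but no dose response follow-up; inactive = inhibition at most 29.93% or unconfirmed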;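 note: 0% = low Mg2+ inducing control and 100% = high Mg2+ repressing control; strong numbers were not always called active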
HIV fusion peptide = inhibitors of HIV fusion peptide binding, primary screen, biochemical, uHTS, fluorescence dequenching (AID 1986). inhibition, % at 20 µM; hits with a dose series show IC50 in µM. cell-free peptide binding, fluorescence dequenching, 30 min; higher % means a stronger effect. 290,000 tested, 0.3% active; in the data active = inhibition mostly above about 52%, no sharp cut-off; inactive = mostly below about 76%; note: some results filed as inactive read as strong as hits
GPR35 arrestin U2OS = GPR35 antagonists blocking zaprinast-driven arrestin recruitment, primary screen, imaging, U2OS, beta-arrestin-GFP, zaprinast agonist (AID 2058) | inhibition, % at 10 µM; hits with a dose series show IC50 in µM | 290,000 tested, 0.052% active | U2OS GPR35 beta-arrestin-GFP translocation imaging, zaprinast antagonism; higher % means a stronger effect;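 active = inhibition of at least 50% with at least 30 cells and total cytoplasm GFP at most 10,000,000; inconclusive = under 30 cells or total GFP of 10,000,000 plus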
NTR1 agonist cell count 20 µM = further read-out of NTR1 agonist, marked with its call; cell count; measured here: cell count, cytotoxicity flag
Myeloid diff 2 GFP+ MAC1+ % = also measured in Myeloid diff 2; calls as there; GFP+ MAC1+ double positive, %; measured here: differentiation confirmed by MAC1 staining
The depositor's hits bear a star.

Results for O=C(O)CCC(=O)NNC(=O)c1cccc(Br)c1 ?
NTR1 agonist: 0.4; MgcRacGAP inhibition: 5.4%; LYP inhibition: -2.8%; Siah-1 displacement: 4.7%; Myeloid diff 2: inactive; GPR55 LPI antagonism: 14.4%; Salmonella PhoP GFP: -26.7%; HIV fusion peptide: 1.3%; GPR35 arrestin U2OS: -19.3%; NTR1 agonist cell count 20 µM: 61; Myeloid diff 2 GFP+ MAC1+ %: 1.0

Results for Cc1ccc(S(=O)(=O)C(C)C(=O)NCCS(=O)(=O)c2ccc(Cl)cc2)cc1 (configuration not stated) ?
NTR1 agonist: -0.4; MgcRacGAP inhibition: -0.1%; LYP inhibition: -4.8%; Siah-1 displacement: -1.5%; Myeloid diff 2: inactive; GPR55 LPI antagonism: -6.4%; Salmonella PhoP GFP: 4.4%; HIV fusion peptide: -1.2%; GPR35 arrestin U2OS: 9.6%; NTR1 agonist cell count 20 µM: 68; Myeloid diff 2 GFP+ MAC1+ %: 0.0

Results for COc1ccc(NC(=O)CSc2nc(C3CC3)nc3ccccc23)cc1 ?
NTR1 agonist: 0.2; MgcRacGAP inhibition: 7.8%; LYP inhibition: -4.9%; Siah-1 displacement: -1.6%; Myeloid diff 2: active; GPR55 LPI antagonism: -10.5%; Salmonella PhoP GFP: 1.9%; HIV fusion peptide: 1.4%; GPR35 arrestin U2OS: 3.8%; NTR1 agonist cell count 20 µM: 38; Myeloid diff 2 GFP+ MAC1+ %: 12.6*

How did CCCc1[nH]nc2c1C(c1cccc(OC)c1)C(C#N)=C(N)O2 (configuration not stated) do in these assays?
NTR1 agonist: 0.0; MgcRacGAP inhibition: 8.1%; LYP inhibition: -1.8%; Siah-1 displacement: 0.0%; Myeloid diff 2: inactive; GPR55 LPI antagonism: -9.0%; Salmonella PhoP GFP: -2.7%; HIV fusion peptide: -1.1%; GPR35 arrestin U2OS: -2.4%; NTR1 agonist cell count 20 µM: 59; Myeloid diff 2 GFP+ MAC1+ %: 0.6

Results for O=C(Cn1c(NCCO)nc2ccccc21)NCCc1ccc(F)cc1 ?
NTR1 agonist: -0.8; MgcRacGAP inhibition: 2.9%; LYP inhibition: 0.8%; Siah-1 displacement: -6.5%; Myeloid diff 2: inactive; GPR55 LPI antagonism: 0.2%; Salmonella PhoP GFP: 6.4%; HIV fusion peptide: 1.4%; GPR35 arrestin U2OS: -0.8%; NTR1 agonist cell count 20 µM: 61; Myeloid diff 2 GFP+ MAC1+ %: 0.3

Results for O=C(CSc1nnc(-c2cccs2)n1-c1ccccc1)NCC1CCCO1 (configuration not stated) ?
NTR1 agonist: 1.1; MgcRacGAP inhibition: 2.9%; LYP inhibition: -4.2%; Siah-1 displacement: -2.6%; Myeloid diff 2: inactive; GPR55 LPI antagonism: 0.4%; Salmonella PhoP GFP: -4.3%; HIV fusion peptide: -0.3%; GPR35 arrestin U2OS: -1.0%; NTR1 agonist cell count 20 µM: 92; Myeloid diff 2 GFP+ MAC1+ %: 0.8

What do the screens show for `CCOc1ccccc1NC(=S)/C(=C(\[O-])c1ccc2c(c1)OCCO2)[n+]1ccc(CC)cc1`?
NTR1 agonist: -2.5; MgcRacGAP inhibition: 8.6%; LYP inhibition: -6.5%; Siah-1 displacement: -6.0%; Myeloid diff 2: inactive; GPR55 LPI antagonism: 5.1%; Salmonella PhoP GFP: -5.3%; HIV fusion peptide: 1.1%; GPR35 arrestin U2OS: 1.1%; NTR1 agonist cell count 20 µM: 88; Myeloid diff 2 GFP+ MAC1+ %: 1.2

Results for O=C(NCCO)c1ccc(-c2nnc(N3CCOCC3)c3ccccc23)cc1 ?
NTR1 agonist: -0.8; MgcRacGAP inhibition: 1.4%; LYP inhibition: -3.7%; Siah-1 displacement: 6.0%; Myeloid diff 2: inactive; GPR55 LPI antagonism: 16.4%; Salmonella PhoP GFP: -3.1%; HIV fusion peptide: 2.9%; GPR35 arrestin U2OS: 9.3%; NTR1 agonist cell count 20 µM: 94; Myeloid diff 2 GFP+ MAC1+ %: 0.3

What do the screens show for `Cc1ccccc1-c1ccc(CN2CCN(C)C(CCO)C2)cc1` (configuration not stated)?
NTR1 agonist: -0.7; MgcRacGAP inhibition: 1.5%; LYP inhibition: -10.3%; Siah-1 displacement: 3.4%; Myeloid diff 2: inactive; GPR55 LPI antagonism: 9.9%; Salmonella PhoP GFP: 2.4%; HIV fusion peptide: 0.5%; GPR35 arrestin U2OS: -4.9%; NTR1 agonist cell count 20 µM: 72; Myeloid diff 2 GFP+ MAC1+ %: 0.6

How did COc1ccc(-n2nnc3c(=O)n(Cc4cc(C)ccc4C)cnc32)cc1 do in these assays?
NTR1 agonist: 3.5; MgcRacGAP inhibition: -3.0%; LYP inhibition: -5.6%; Siah-1 displacement: -3.5%; Myeloid diff 2: inactive; GPR55 LPI antagonism: -3.9%; Salmonella PhoP GFP: -1.6%; HIV fusion peptide: -0.2%; GPR35 arrestin U2OS: 5.5%; NTR1 agonist cell count 20 µM: 68; Myeloid diff 2 GFP+ MAC1+ %: 8.3

How did O=C(Nc1ccc(C2=NCCN2)cc1)c1ccc(C(=O)Nc2ccc(C3=NCCN3)cc2)c(Cl)c1 do in these assays?
NTR1 agonist: 0.9; MgcRacGAP inhibition: 35.8µM*; LYP inhibition: -17.7%; Siah-1 displacement: 4.8%; Myeloid diff 2: inactive; GPR55 LPI antagonism: 16.1%; Salmonella PhoP GFP: inconclusive; HIV fusion peptide: 0.8%; GPR35 arrestin U2OS: 101.1%*; NTR1 agonist cell count 20 µM: 87; Myeloid diff 2 GFP+ MAC1+ %: 0.8

What do the screens show for `CCOC(=O)C1=C(C)NC2=C(C1c1ccc([N+](=O)[O-])cc1)S(=O)(=O)c1ccccc12` (configuration not stated)?
NTR1 agonist: 10.6; MgcRacGAP inhibition: 3.8%; LYP inhibition: -3.7%; Siah-1 displacement: -4.1%; Myeloid diff 2: inactive; GPR55 LPI antagonism: -4.0%; Salmonella PhoP GFP: -8.4%; HIV fusion peptide: -2.1%; GPR35 arrestin U2OS: 7.0%; NTR1 agonist cell count 20 µM: 75; Myeloid diff 2 GFP+ MAC1+ %: 2.4

Results for Cc1ccc(S(=O)(=O)NC2CC(C)(C)NC(C)(C)C2)cc1 ?
NTR1 agonist: 0.6; MgcRacGAP inhibition: 9.7%; LYP inhibition: -11.3%; Siah-1 displacement: 1.8%; Myeloid diff 2: inactive; GPR55 LPI antagonism: 6.0%; Salmonella PhoP GFP: -1.6%; HIV fusion peptide: 1.3%; GPR35 arrestin U2OS: -5.0%; NTR1 agonist cell count 20 µM: 71; Myeloid diff 2 GFP+ MAC1+ %: 0.6

What do the screens show for `CN(CC(O)COc1ccc(S(=O)(=O)N2CCOCC2)cc1)C1CCCCC1` (configuration not stated)?
NTR1 agonist: -0.3; MgcRacGAP inhibition: 10.6%; LYP inhibition: 1.3%; Siah-1 displacement: -0.4%; Myeloid diff 2: inactive; GPR55 LPI antagonism: 16.3%; Salmonella PhoP GFP: 2.7%; HIV fusion peptide: 0.7%; GPR35 arrestin U2OS: 6.4%; NTR1 agonist cell count 20 µM: 84; Myeloid diff 2 GFP+ MAC1+ %: 1.1

How did Cc1csc(NC(=O)C(F)(F)F)n1 do in these assays?
NTR1 agonist: 0.1; MgcRacGAP inhibition: 10.8%; LYP inhibition: -2.1%; Siah-1 displacement: 20.4%; Myeloid diff 2: inactive; GPR55 LPI antagonism: 1.7%; Salmonella PhoP GFP: -28.8%; HIV fusion peptide: 1.6%; GPR35 arrestin U2OS: -4.7%; NTR1 agonist cell count 20 µM: 39; Myeloid diff 2 GFP+ MAC1+ %: 1.4

What do the screens show for `Cc1ccc2c(COC(=O)c3ccc(C)c(C)c3)cc(=O)oc2c1`?
NTR1 agonist: -0.8; MgcRacGAP inhibition: 8.4%; LYP inhibition: -7.9%; Siah-1 displacement: -5.0%; Myeloid diff 2: inactive; GPR55 LPI antagonism: -3.9%; Salmonella PhoP GFP: 5.2%; HIV fusion peptide: 0.3%; GPR35 arrestin U2OS: -1.6%; NTR1 agonist cell count 20 µM: 38; Myeloid diff 2 GFP+ MAC1+ %: 2.3

How did CCOc1ccccc1CNC(=O)Cn1nc(C)c2c(C)n(-c3ccc(C)cc3)nc2c1=O do in these assays?
NTR1 agonist: 0.8; MgcRacGAP inhibition: 4.6%; LYP inhibition: -5.3%; Siah-1 displacement: 14.3%; Myeloid diff 2: inconclusive; GPR55 LPI antagonism: 7.5%; Salmonella PhoP GFP: -5.0%; HIV fusion peptide: 2.6%; GPR35 arrestin U2OS: 2.7%; NTR1 agonist cell count 20 µM: 75

How did CCc1ccc2nc(N3CCN(C(=O)C(C)(C)C)CC3)sc2c1 do in these assays?
NTR1 agonist: 1.5; MgcRacGAP inhibition: 13.4%; LYP inhibition: -4.0%; Siah-1 displacement: 0.4%; Myeloid diff 2: active; GPR55 LPI antagonism: 6.9%; Salmonella PhoP GFP: -3.1%; HIV fusion peptide: 2.4%; GPR35 arrestin U2OS: -4.3%; NTR1 agonist cell count 20 µM: 65; Myeloid diff 2 GFP+ MAC1+ %: 1.9*

What do the screens show for `CC1(c2ccccc2)CC(C)(C)N2C(=O)C(=O)c3cccc1c32` (configuration not stated)?
NTR1 agonist: 9.0; MgcRacGAP inhibition: -2.4%; LYP inhibition: 1.0%; Siah-1 displacement: -2.0%; Myeloid diff 2: inactive; GPR55 LPI antagonism: 4.4%; Salmonella PhoP GFP: 1.2%; HIV fusion peptide: -1.8%; GPR35 arrestin U2OS: 1.8%; NTR1 agonist cell count 20 µM: 59; Myeloid diff 2 GFP+ MAC1+ %: 1.0

Results for Cc1sc(NC(=S)NC(=O)c2cccs2)nc1-c1ccc(C(C)C)cc1 ?
NTR1 agonist: 26.7; MgcRacGAP inhibition: 7.7%; LYP inhibition: 1.9%; Siah-1 displacement: 5.4%; Myeloid diff 2: inactive; GPR55 LPI antagonism: 12.1%; Salmonella PhoP GFP: 1.7%; HIV fusion peptide: 3.0%; GPR35 arrestin U2OS: 1.3%; NTR1 agonist cell count 20 µM: 59; Myeloid diff 2 GFP+ MAC1+ %: 1.7

How did Cc1noc(C(F)(F)F)c1C(=O)NNC(=O)c1ccccc1 do in these assays?
NTR1 agonist: 1.0; MgcRacGAP inhibition: 6.0%; LYP inhibition: -3.7%; Siah-1 displacement: -3.3%; Myeloid diff 2: inactive; GPR55 LPI antagonism: -1.4%; Salmonella PhoP GFP: -7.8%; HIV fusion peptide: 0.1%; GPR35 arrestin U2OS: -6.9%; NTR1 agonist cell count 20 µM: 57; Myeloid diff 2 GFP+ MAC1+ %: 1.2

Compound activity as filed in PubChem.

Random draw from the library; overall some 2.4% were active at least once.
